Screens: PubChem BioAssay, several laboratories
bCat nuc transl: modulators of beta-catenin nuclear translocation; nuclear translocation activity, % at 5 µM; HeLa beta-catenin nuclear translocation, immunofluorescence imaging; 190,000 compounds, 0.3% hits;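 active = nuclear translocation activity above 50% at 5 µM, with a well cell count of 50 or more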;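 note: per-cell ratio of nuclear to cytoplasmic median beta-catenin stain intensity; plate controls were DMSO negative control for no effect and GSK-3 inhibitor IX positive control for full effect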
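Technique: fluorescence imaging of beta-catenin antibody stain plus DAPI / Material: human HeLa cell line / Incubation: compound treatment 24 h, 37°C, 5% CO2 / Read-out basis: % activation of per-cell nuclear versus cytoplasmic median beta-catenin signal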
T cell HTS: T cell immune modulators affecting CD8 T cell-vesicle binding; 2C CD8+ T cell-vesicle binding, flow cytometry; stronger effect = lower value; calls only at 7 µM; 330,000 compounds, 0.068% hits; AID 2052;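 active = response, share of CD8 T cells binding vesicles, and their 90th percentile fluorescence all below set limits, cut at about 80% in these data, passing the limit was not always enough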
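Assay system: 2C TCR transgenic mouse naive CD8+ T cells, MACS-purified | Read-out: CD8+ gate FL2 mean fluorescence as % of same-row positive control | Signal: High-throughput flow cytometry with anti-B7-1 and anti-CD8 staining | Timing: Binding step 1.5 h, 37 °C, antibody labelling 20 min, ice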
TNAP activators: human TNAP enzyme activators, primary screen, biochemical, luminescent, no phosphate acceptor, uHTS (AID 1001); purified TNAP, luminescent activation assay, no phosphate acceptor; higher activation fold means a stronger effect; activation fold at 20 µM, or EC50 in µM where a hit was titrated; 200,000 compounds, 0.03% hits; in the data active = activation fold from about 3, or a potency from the dose series; inactive = the rest, 99 in 100 with activation fold below about 1.6; note: many of its hits are not listed in these tables
MT stabilizer: microtubule stabilizers in HeLa cells. HeLa tubulin immunostaining HCS, 24 h; share of cells brighter than vehicle mean+2SD. % tubulin-high responders, % at 10 µM. 200,000 compounds, 0.83% hits. AID 2205;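 active = plate Z-score above 3 for both tubulin-high and condensed-nucleus cell shares, with cell loss under 80%, at 10 µM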;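 note: anti alpha tubulin signal scored within the nucleus-defined area of each cell; some results filed as inactive read as strong as hits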
Lipid droplet: hepatic lipid droplet formation modulation. AID 1656. AML12 mouse hepatocytes, oleate lipid droplets, BODIPY imaging. 240,000 compounds, 0.4% hits. inhibition, % at 6.5 µM;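 active = lipid droplet intensity inhibited by at least 50%, with more than 500 cells counted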
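Material: mouse AML12 hepatocyte cell line, fixed after treatment; Timing: compound with oleate, overnight; Technique: high-content imaging of BODIPY-stained droplets and DAPI nuclei; Probe or stimulus: oleate, 100 µM final; Dosing: compound at 6.5 µM only.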
human PMI inhibition: MPI enzyme activity inhibition – biochemical, fluorescence intensity, coupled assay, primary screen (AID 1209) | purified PMI enzyme, coupled fluorescence intensity; higher % means a stronger effect | inhibition, % at 20 µM; hits with a dose series show IC50 in µM | 190,000 compounds, 0.42% hits; in the data active = inhibition above about 50%;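 note: plate controls were DMSO vehicle for no effect and wells lacking substrate for full effect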
Ins promoter up: MIN6 insulin promoter up-regulation; AID 1625; 190,000 compounds, 0.3% hits; MIN6 insulin promoter-GFP reporter, high-content imaging; stronger effect = higher value; z-score at 5 µM;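 active = z-score above 3 at 5 µM with at least 500 cells counted in the well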
Myeloid diff MLP: promotes myeloid progenitor differentiation. ER-HoxA9 myeloid progenitors, lysozyme-GFP differentiation, flow cytometry. calls only at 10 µM. 360,000 compounds, 1% hits. AID 624256;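 active = normalized GFP-positive differentiation at or above the plate's own cutoff, the solvent-only control mean plus 3 SD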;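 note: cells exposed to compound for four days before flow analysis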
Dynein cargo inh: dynein cargo transport inhibition; 220,000 compounds, 0.47% hits; 3617.4 mouse cells, GR-EGFP nuclear translocation imaging; test concentration mostly 20 µM; stimulated with dexamethasone, 1 µM; stronger effect = lower value; z-score, hits read low;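 active = plate z-score of nuclear minus cytoplasmic receptor signal below a set negative limit, without overly bright fluorescence or cell loss, cut at about -3.5 in these data, passing the limit was not always enough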;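 note: z-score of nuclear minus cytoplasmic ring GR-EGFP intensity difference per well; some compounds called inactive have numbers as strong as hits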
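Also added – dexamethasone, 1.0 µM final · Buffer or medium – tet-free, stripped-serum medium · Schedule – induction 48 h, compound 1 h, agonist 30 min · Detection – formaldehyde fixation, Hoechst nuclear stain, 10x automated fluorescence imaging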
Dynein cargo inh cytoplasmic EGFP: also measured in Dynein cargo inh; calls as there; z-score; measured here: cytoplasmic GR-EGFP intensity; stronger effect = higher value
Dynein cargo inh nuclear GR-EGFP: second read-out of Dynein cargo inh, no call of its own (marks repeat the call); z-score; measured here: nuclear GR-EGFP intensity;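 lower value marks the stronger effect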
Dynein cargo inh cell count: recorded beside Dynein cargo inh, whose call it bears; z-score; measured here: cell count per field
Ins promoter up cell count: also measured in Ins promoter up; calls as there; cell count; measured here: cytotoxicity, nuclei count;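 total cells summed across four imaged fields per well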
Lipid droplet cells 6.5 µM: also measured in Lipid droplet; calls as there; cell count; measured here: cell count, cytotoxicity flag;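 cells counted across two imaged fields per well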
bCat nuc transl cell count 5 µM: also measured in bCat nuc transl; calls as there; cell count; measured here: cell count, cytotoxicity flag
T cell HTS vesicle-bound %: recorded beside T cell HTS, whose call it bears; double positive events, %; measured here: CD8+ vesicle-bound cell fraction;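 binding gate set so that unloaded-vesicle control wells show 10% double positive cells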
MT stabilizer Hoechst-high %: recorded beside MT stabilizer, whose call it bears; % Hoechst-high responders; measured here: nuclear condensation Hoechst responders;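 share of cells brighter than vehicle mean plus two SD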
MT stabilizer cytotoxicity %: also measured in MT stabilizer; calls as there; toxicity, %; measured here: cytotoxicity by cell density;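 0% = mean cell density of plate MIN control wells and 100% = no cells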
Myeloid diff MLP GFP+ MAC1+ %: further read-out of Myeloid diff MLP, marked with its call; GFP+ MAC1+ double positive, %; measured here: differentiation confirmed by MAC1 staining
Active calls of the source: *; i = inactive; . = no result given.

SMILES	bCat nuc transl	bCat nuc transl cell count 5 µM	T cell HTS	T cell HTS vesicle-bound %	TNAP activators	MT stabilizer	MT stabilizer Hoechst-high %	MT stabilizer cytotoxicity %	Lipid droplet	Lipid droplet cells 6.5 µM	human PMI inhibition	Ins promoter up	Ins promoter up cell count	Myeloid diff MLP	Myeloid diff MLP GFP+ MAC1+ %	Dynein cargo inh	Dynein cargo inh cytoplasmic EGFP	Dynein cargo inh nuclear GR-EGFP	Dynein cargo inh cell count
CC(C)(CO)NCC(O)Cn1cc(C=O)c2ccccc21 (stereo not drawn)	-4.5	1145	i	50	1	2.9	2.1	9.6	4	706	-3%	0.23	1327	i	0.5	0.83	-0.24	0.32	-1.1
CC(C)=CC(=O)Nc1nnc(C)s1	-3.5	1232	i	13	1.1	3.4	1.4	2.4	24	725	-9%	.	.	i	0.5	-0.11	-0.16	0.34	-0.54
Cc1cc(=O)n2c(ccc3ccccc32)c1C#N	.	.	i	24	1	3.9	2.1	18	.	.	-1%	.	.	i	0.7	-0.48	-0.23	-0.0091	0.79
CCOC(=O)N1CCN(C(=O)Nc2ccc(NC(=O)N3CCN(C(=O)OCC)CC3)cc2)CC1	0.1	1595	i	71	1	1.8	1.5	8.5	-4	672	.	0.35	1151	i	0.3	-0.61	-0.18	-0.41	-0.44
O=C(NCCCN1CCCC1=O)c1ccc2c(c1)NC(=O)c1ccccc1S2	.	.	i	63	1.2	3.6	3.6	4.9	.	.	2%	-0.5	923	i	2.0	-0.38	-0.3	-0.14	0.63
Cc1c(C(=O)OCC(=O)NCCN2C(=O)CSC2=O)oc2c1ccc1ccccc12	0.0	931	i	45	1.1	6.1	4.2	8.2	0	653	3%	-0.16	1277	i	0.7	-0.39	-0.27	-0.5	0.59
CCCCCNC(=O)C(C)NS(=O)(=O)c1ccc(OC)cc1 (stereo not drawn)	-6.9	1221	i	23	1	4.2	1.7	4.3	0	726	-8%	0.08	1199	i	0.8	-0.72	-0.24	-0.74	-0.13
COc1ccc(OC(=O)c2cccnc2)cc1	.	.	i	25	1.1	1.3	1.3	4.8	3	810	-2%	-0.09	838	i	0.9	0.29	0.26	-0.05	0.5
COc1ccc(NC(=O)C(NC(C)=O)C(=O)NCc2ccccc2)cc1 (stereo not drawn)	-1.6	1366	i	45	1.1	2.6	1.7	8.2	.	.	12%	0.62	1483	i	0.4	0.3	-0.2	-0.12	0.6
CCCC1c2ccsc2CCN1C(=S)NC (stereo not drawn)	-0.3	1035	i	33	.	.	.	.	-3	715	.	0.59	1448	i	0.5	-0.36	-0.011	-0.37	0.28
Cc1ccc2c(CSc3nnc(C4CC4)n3N)cc(=O)oc2c1	-4.2	976	i	20	1	3.3	3.0	12	.	.	-9%	-0.31	1236	i	2.1	2.1	-0.16	1.6	-1.1
Cc1sc2nc(C(C)C)nc(SCC(=O)NCc3ccco3)c2c1C	-3.2	890	i	34	1	2.4	2.4	4.1	.	.	-6%	-0.33	1254	i	2.8	1.4	-0.16	0.23	-0.46
O=C(Cn1nnc(-c2ccc(Cl)cc2)n1)NC1CC2CCC1C2 (stereo not drawn)	-0.3	1132	i	28	1.2	4.4	2.5	2.5	.	.	2%	-0.01	1070	i	1.5	-0.63	-0.28	-0.22	0.018
C=CCSc1ncc(C(=O)OCC)c(N)n1	-1.5	946	i	23	1.1	4.5	2.6	6.0	-4	640	5%	0.22	1491	i	0.1	-0.93	-0.38	-0.12	0.93
CC(C)C(=O)NCc1cc(-c2ccccc2)no1	-6.5	1165	i	13	1.1	1.8	1.4	0.7	-1	634	-10%	-0.5	1550	i	0.1	-0.48	-0.17	-0.19	0.5
CN(C)c1ccc(/C=C/C=C2/SC(=S)N(c3ccccc3)C2=O)cc1	.	.	i	63	0.4	28	2.5	6.3	.	.	22%	.	.	.	.	-2.5	3.6	-0.8	0.26
O=C1CC(c2ccccc2)n2nc(N3C(=O)c4ccccc4C3=O)nc2N1 (stereo not drawn)	-0.5	1064	i	18	1.1	4.3	3.8	7.9	.	.	3%	1.5	1385	i	0.4	0.078	0.36	0.44	0.55
C=C(C)COc1ccc(-c2nc(N)nc(C)c2-c2ccc(OC)cc2)c(O)c1	6.7	498	i	4	1	4.0	2.0	13	-3	753	11%	-0.72	981	i	0.1	0.025	-0.25	0.63	-0.13
CC(CNCC1CCCO1)COc1cccc2ccccc12 (stereo not drawn)	-1.4	1058	i	50	1.2	3.0	1.5	6.3	3	660	13%	-4.3	502	i	1.2	0.067	-0.21	0.56	1.3
CC1(C)O[C@@H]2C[C@H]3[C@@H]4C[C@H](F)C5=CC(=O)CC[C@]5(C)[C@H]4[C@@H](O)C[C@]3(C)[C@]2(C(=O)CO)O1	-8.8	397	i	10	1	1.5	1.3	5.4	-7	677	-10%	.	.	i	18	-1.7	-0.25	-0.18	0.95
CC(=O)c1cccc(NC(=O)COc2ccccc2C(=O)c2cc(C#N)c(=O)n(C3CCCCC3)c2)c1	-0.8	589	i	46	1	3.2	2.7	4.8	-27	718	16%	0.22	1293	i	0.4	0.78	-0.23	0.052	-0.72
CCc1ccc(N2C(=O)Nc3ccccc3C2(O)C(=O)N2CCN(c3ccccn3)CC2)cc1 (stereo not drawn)	-3.7	1104	i	49	1.1	3.3	1.8	3.9	17	671	5%	0.76	1009	i	0.3	0.31	-0.11	-0.075	0.86
COc1ccc2nc(C)cc(SCC(NC(C)=O)C(=O)OC(C)C)c2c1 (stereo not drawn)	-1.3	1131	i	19	.	.	.	.	8	708	.	0.18	1346	i	0.3	0.73	-0.24	0.33	-0.73
CC(C)CNC(=S)NC(=O)c1ccc(F)cc1	1.9	503	i	48	1	1.9	2.6	7.5	8	592	1%	0.45	1325	i	0.6	0.36	-0.26	-0.052	-0.82
CC(C)Cn1c(CCC(=O)O)ccc1-c1cccs1	-2.2	930	i	49	1.1	3.2	2.0	2.4	0	730	9%	.	.	i	1.4	-0.65	-0.2	-0.44	0.85
(continued)
SMILES	bCat nuc transl	bCat nuc transl cell count 5 µM	T cell HTS	T cell HTS vesicle-bound %	TNAP activators	MT stabilizer	MT stabilizer Hoechst-high %	MT stabilizer cytotoxicity %	Lipid droplet	Lipid droplet cells 6.5 µM	human PMI inhibition	Ins promoter up	Ins promoter up cell count	Myeloid diff MLP	Myeloid diff MLP GFP+ MAC1+ %	Dynein cargo inh	Dynein cargo inh cytoplasmic EGFP	Dynein cargo inh nuclear GR-EGFP	Dynein cargo inh cell count
Oc1c(C=C2N=c3ccccc3=N2)sc(=S)n1C1CCCC1	-2.4	1084	i	19	0.9	2.3	3.3	7.9	-27	662	2%	-0.08	1447	i	0.7	-0.52	-0.29	-0.38	0.26
CCNC(=S)NNC(=O)c1csc(C)c1	-2.0	548	i	44	2.3	5.8	1.7	0.1	-4	724	-7%	0.52	1369	i	0.9	0.95	-0.13	0.27	-1.4
CCCc1nc2sc3ccccc3c(=O)c2c(=O)n1Cc1ccco1	0.1	1428	.	.	1.1	4.4	2.2	5.8	.	.	-12%	-0.23	1534	i	7.2	1.1	-0.2	0.54	-0.33
C/C(Cn1cnc([N+](=O)[O-])n1)=N/NC(=O)COc1c(Cl)cc(Cl)cc1Cl	-1.5	920	i	23	1.1	6.6	2.1	11	-18	645	8%	-0.34	1137	i	0.2	0.83	-0.3	0.032	-0.42
COC(=O)c1cn(N(C)c2ncc(C(F)(F)F)cc2Cl)c(=O)c2ccccc12	.	.	i	25	1.1	4.1	4.0	1.4	11	790	10%	0.53	987	i	0.8	-0.57	-0.12	-0.47	0.46
CCCN(CCC)c1ncnc2nc[nH]c12	-1.3	992	i	41	1.4	4.1	2.2	0.5	9	668	17%	1.1	1731	i	1.8	0.82	-0.2	0.57	0.62
CCOC(=O)C1(C(F)(F)F)N=C(C(F)(F)F)Nc2ccccc21 (stereo not drawn)	-1.3	1053	i	26	1.1	1.3	1.4	7.1	-18	817	10%	.	.	i	1.3	-0.63	-0.29	-0.44	1
COc1ccc(OC)c(NC(=O)C(=S)NC2CCCCC2)c1	0.3	1493	i	56	1.2	3.3	1.0	14	1	700	8%	-1.4	1375	i	0.4	-0.34	0.54	0.063	-0.24
